# RXFP1 ag: agonists of human relaxin receptor RXFP1. Q9HBX9. HEK293T-RXFP1 cAMP TR-FRET, 30 min; response scale: percent of porcine relaxin response, buffer zero. Potency, µM (titrated, usually from 57.5 µM), inactives show at the highest dose activation, usual class: activators. 0.3% of 370,000 active; further: potency means the concentration at half of the fitted maximal effect; on the % scale 0 is the no-effect control and ±100 the full control effect; nearly all actives have a fitted effect of over 60% in size; many of its hits are not listed in these tables
# Target sequence (Q9HBX9 whole entry, looked up): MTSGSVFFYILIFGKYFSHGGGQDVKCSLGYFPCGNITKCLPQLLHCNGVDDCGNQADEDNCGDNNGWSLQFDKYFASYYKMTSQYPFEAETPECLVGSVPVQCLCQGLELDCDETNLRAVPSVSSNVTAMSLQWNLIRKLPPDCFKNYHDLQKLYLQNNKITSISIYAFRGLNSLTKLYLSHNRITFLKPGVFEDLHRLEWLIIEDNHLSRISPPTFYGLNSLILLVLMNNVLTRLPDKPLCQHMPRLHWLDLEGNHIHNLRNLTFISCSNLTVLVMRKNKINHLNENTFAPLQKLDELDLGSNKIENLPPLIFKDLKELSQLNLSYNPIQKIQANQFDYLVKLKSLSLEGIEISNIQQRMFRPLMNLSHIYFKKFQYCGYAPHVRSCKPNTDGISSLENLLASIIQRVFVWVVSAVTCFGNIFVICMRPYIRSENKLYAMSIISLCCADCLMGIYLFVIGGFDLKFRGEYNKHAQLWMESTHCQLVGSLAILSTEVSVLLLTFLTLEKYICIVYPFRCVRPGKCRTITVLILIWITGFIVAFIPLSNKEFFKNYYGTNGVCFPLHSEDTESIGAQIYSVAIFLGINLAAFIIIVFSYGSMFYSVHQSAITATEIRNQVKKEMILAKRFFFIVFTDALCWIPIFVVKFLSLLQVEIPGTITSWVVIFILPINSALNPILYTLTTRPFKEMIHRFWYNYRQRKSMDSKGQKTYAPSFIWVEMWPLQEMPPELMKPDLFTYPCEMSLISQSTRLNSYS
#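 cAMP rise read by TR-FRET after 30 min, 37C compound exposure (up to 58 uM) in RXFP1-transfected HEK293 cells with Ro 20174 present. EC50 from Hill-equation fits, with 29 nM porcine relaxin as 100% and buffer as basal.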
# D1 potentiator: enhances dopamine response at the human D1 receptor. P21728. HEK293 TREx D1 cells, calcium flux, dopamine EC20 potentiation. potentiation, % at 10 µM. 0.036% of 360,000 active; in the data active means potentiation above about 30%; further: 0% is about no effect
# Vif-A3G inh: blocks the Vif interaction with human APOBEC3G; Q9HC16; HeLa A3G-eYFP + Vif (tagged APOBEC3G with the HIV-1 protein that degrades it), YFP fluorescence, overnight; Potency, µM (highest dose often 46.1 µM), without a hit: at the highest dose activity, negative = active, usual class: inhibitors; 0.076% of 410,000 active;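 further: potency means the concentration at half of the fitted maximal effect; on the % scale 0 is the no-effect control and ±100 the full control effect; nearly all actives have a fitted effect of over 60% in size; hits raise eYFP signal because A3G escapes Vif-driven loss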
# Target sequence (Q9HC16 whole entry, looked up): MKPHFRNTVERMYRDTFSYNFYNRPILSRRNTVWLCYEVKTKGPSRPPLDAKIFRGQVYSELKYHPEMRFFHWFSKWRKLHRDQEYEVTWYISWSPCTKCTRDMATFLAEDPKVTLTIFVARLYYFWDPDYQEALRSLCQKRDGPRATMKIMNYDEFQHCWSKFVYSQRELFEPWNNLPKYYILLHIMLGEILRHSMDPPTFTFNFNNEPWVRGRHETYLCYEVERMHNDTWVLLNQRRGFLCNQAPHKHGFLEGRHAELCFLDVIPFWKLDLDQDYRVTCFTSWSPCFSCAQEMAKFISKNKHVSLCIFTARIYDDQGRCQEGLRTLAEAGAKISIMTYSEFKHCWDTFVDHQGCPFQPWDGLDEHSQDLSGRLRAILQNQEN
#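 Read-out is eYFP fluorescence (Ex 488/Em 500-530) from Vif-expressing HeLa A3G-eYFP cells; more signal means A3G escaped Vif-mediated degradation. Cells plated overnight, compound pinned in, incubated overnight at 37 deg C.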
# RXFP1 antagonist: antagonists of human relaxin receptor RXFP1; AID 1259400; HEK293-RXFP1, relaxin-stimulated cAMP HTRF, 30 min; stronger effect = lower value; 0.59% of 350,000 active; Q9HBX9; activity change, negative = inhibition, % at 57.5 µM;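 active means activity change of -60% or lower, but not beyond a set lower limit; inconclusive means change between -60% and -40%, or beyond the set limit; inactive means change above -40%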; further: on the % scale 0 is the no-effect control and ±100 the full control effect
# D2 PAM: positive allosteric modulators of human D2 dopamine receptor | P14416 | HEK293 T-REx D2, calcium flux, EC20 dopamine potentiation | potentiation, % at 10 µM | 0.34% of 340,000 active | AID 485347;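 active means potentiation over 3 SD above the plate norm, cut at about 30% in these data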; further: 0% is about no effect
#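 Using a no-wash calcium dye in inducible, force-coupled HEK293 Trex cells expressing D2, we tracked fluorescence each second for 180 s after compound, then for 180 s after EC20 dopamine to detect augmented signalling.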
# D1 antag: blocks dopamine activation of the human D1 receptor; AID 504652; HEK293 TREx D1 cells, calcium flux, dopamine EC80; stronger effect = lower value; P21728; activity change, negative = inhibition, % at 10 µM; 3.2% of 360,000 active; in the data active means activity change below about -30%; further: on the % scale 0 is the no-effect control and ±100 the full control effect
#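 Using tetracycline-induced force-coupled D1 Hek293 cells and a calcium dye, signals were followed for 180 s after compound, then for 180 s after EC80 dopamine, to detect inhibitors.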
# Vif-A3F inh: inhibitors of Vif-A3F interaction | HeLa A3F-eYFP + Vif (tagged APOBEC3F with the HIV-1 protein that degrades it), YFP fluorescence increase | Potency, µM (titrated, usually from 46.1 µM), for the others: at the highest dose activity, negative = active | 0.2% of 390,000 active | AID 602313; further: potency means the concentration at half of the fitted maximal effect; % of control where 0% means no effect; nearly all actives have a fitted effect of over 65% in size
#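 HeLa cells stably expressing Vif plus C-terminally eYFP-tagged A3F were seeded, incubated overnight at 37 deg C, dosed with compound, incubated overnight again at 37 deg C. Yellow fluorescence (Ex 488/Em 500-530) reported blocked Vif-mediated A3F-eYFP degradation.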
# D1 ag: human D1 receptor agonism. 1% of 360,000 active. AID 504660. HEK293 T-REx D1 cells, calcium flux, agonist mode. activation, % at 2 µM. P21728; in the data active means activation above about 30%; further: 0% is about no effect
#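 Agonism was scored from calcium flux recorded over 180 s (1 read/s) after pintool compound addition, following a 10-cycle baseline. Cells were inducible force-coupled HEK293 TREx D1, plated overnight at 30 C and loaded with no-wash calcium dye.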
# Glioma ERSR ind: induces the endoplasmic reticulum stress response in human glioma cells; U87-MG GRP78 promoter luciferase reporter, 16 h; AID 602332; Potency, µM, inactives show at the top dose activation, most hits filed as activators; 0.02% of 420,000 active; further: potency means the concentration at half of the fitted maximal effect; series mostly up to about 76 µM; % of control where 0% means no effect; nearly all actives have a fitted effect of over 35% in size
#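 Stably transfected U87-MG human glioma cells carrying a GRP78-based luminescent sensor were seeded at 1000 cells/well, pin-dosed with compounds and incubated 16 h. Luciferase reagent was then added, and end-point luminescence was read after 10 min at room temperature.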
# * marks the source's active call; other numbers are inactive results; ? = inconclusive; · = no result given. Unless noted, the call rests on the fitted dose curve; in most records, active means well fitted curve in the direction sought with a large enough effect; inconclusive means small, poorly fitted or top-dose-only effect, or another doubt; inactive means no such curve, though single readings can be large; an effect the other way counts as inactive or inconclusive. These rows are one share of the data; rates above refer to the full screens.
SMILES,RXFP1 ag,D1 potentiator,Vif-A3G inh,RXFP1 antagonist,D2 PAM,D1 antag,Vif-A3F inh,D1 ag,Glioma ERSR ind
CN(c1cccc(NS(=O)(=O)c2ccccc2)c1)S(C)(=O)=O,-1.0%,-5,1%,-5,-3,-37*,-12%,3,-4%
O=C(NNc1nc2c(F)cccc2s1)C1COc2ccccc2O1 (centres undefined),2.3%,-5,5%,1,9,11,5%,0,1%
CC(C)OC(=O)/C(=C/c1cccnc1)NC(=O)c1ccccc1,1.7%,-7,-1%,5,-13,12,11%,3,-1%
COc1cccc(Nc2nc(C)cc(C)c2C#N)c1,-0.1%,-4,-6%,-12,5,7,-6%,-2,6%
CCSc1nccc(-c2nn(-c3ccc(C)cc3)ccc2=O)n1,0.9%,-4,?,-17,-7,-11,-4%,-2,-3%
Cc1ccc(NC(=O)/C(C#N)=C/c2ccccc2C(F)(F)F)cc1,-0.5%,0,-4%,-3,-2,6,-4%,1,-4%
COC(=O)c1ccccc1-n1c(C)nc(=O)c(-c2ccccc2)c1C,2.3%,-4,3%,17,-7,6,6%,5,-5%
Cc1ccc(C(=O)N(CCN2CCCCC2)CC2CCCN(C3CCCC3)C2)s1 (centres undefined),1.8%,-6,4%,1,-3,-7,-5%,4,4%
FC(F)c1nc2nc(Cl)c(Cl)nc2[nH]1,·,·,9%,-4,·,·,8%,·,-2%
CC1(C)C=C(c2ccc(C=O)s2)CC(C)(C)N1C=O,1.0%,-5,1%,22,10,-31*,-12%,1,-2%
COc1ccc(Cc2nnc(SCC(=O)N3CCc4ccccc4C3)o2)cc1,-0.2%,-2,-2%,-1,12,1,-4%,0,-2%
NC(=O)C1CCCN(C(=O)NC2CCCCC2)C1 (centres undefined),2.0%,3,-1%,-5,-6,1,4%,1,-5%
O=C1C(=O)c2ccccc2C(O)=C1CCCCl,6.1%,-3,-16%,·,11,-9,0%,0,-11%
CCc1c(C)nc2cc(-c3cccs3)[nH]n2c1=O,8.5%,2,-6%,·,·,0,?,1,3%
O=C(NC12CC3CC(CC(C3)C1)C2)N1CCN(C(=O)c2ccco2)CC1,0.3%,3,0%,-4,4,-5,2%,2,2%
CCc1ccc(NC(=O)c2ccc3c(c2)C(=O)N(CCOC)C3Nc2ccc(CC)cc2)cc1 (centres undefined),2.5%,2,-5%,-2,3,2,3%,-4,3%
C#CCOCCOCCOCCNc1nc(N2CCN(C(=O)CCCCCCCCCCNC(=O)[C@@H](CCC(=O)O)n3cc(CCCCCN)nn3)CC2)nc(N2CCN(C(=O)CCCCCCCCCCNC(=O)[C@@H](CCC(=O)O)n3cc(CCCCCN)nn3)CC2)n1,0.8%,-6,1%,·,-7,-32*,-1%,10,-4%
CCc1ccc(N=c2c([N+](=O)[O-])nn(-c3ccccc3)n2O)cc1,0.5%,-6,2%,5,4,-20,-2%,0,4%
CC(C)CCNC(=O)NC(=O)COC(=O)/C=C/c1cccc([N+](=O)[O-])c1,-1.4%,-9,-5%,-24,8,7,5%,13,-5%
CC1(C)Cc2c(sc3ncn(N)c(=N)c23)CO1,1.9%,-3,1%,·,·,16,-11%,2,-2%

# Overlap with the part before: two compounds; new compounds follow.
SMILES,RXFP1 ag,D1 potentiator,Vif-A3G inh,RXFP1 antagonist,D2 PAM,D1 antag,Vif-A3F inh,D1 ag,Glioma ERSR ind
CC(C)CCNC(=O)NC(=O)COC(=O)/C=C/c1cccc([N+](=O)[O-])c1,-1.4%,-9,-5%,-24,8,7,5%,13,-5%
CC1(C)Cc2c(sc3ncn(N)c(=N)c23)CO1,1.9%,-3,1%,·,·,16,-11%,2,-2%
COc1ccc(-c2csc(NC(=O)Cc3ccccc3F)n2)cc1OC,0.4%,-7,-11%,-6,-6,-3,-5%,1,-7%
COCCN(C(=O)c1csnn1)C(C(=O)NC1CCCC1)c1ccccc1 (centres undefined),0.1%,-6,-7%,-31,-8,-2,2%,1,-4%
O=C(OCC(=O)N1CCN(c2ccccc2)CC1)c1ccc(O)cc1O,-1.1%,-4,-4%,-13,3,8,0%,8,0%
O=C(CCNS(=O)(=O)c1ccc(Br)cc1)NCc1ccc(F)cc1,0.4%,-4,5%,-2,-5,-14,-3%,0,-3%
CCOC(=O)CS(=O)(=O)c1ccc2ccccc2c1,-0.8%,2,2%,0,2,-7,-7%,0,-6%
Cn1c(=O)n(C)c2cc(NC(=O)c3ccc(F)cc3)ccc21,0.0%,4,2%,-8,-3,3,-1%,1,3%
CC(C)NC(=O)c1ccc2c(c1)S(=O)(=O)c1ccccc1C2=O,0.2%,-4,-1%,-15,8,·,-1%,-1,7%
O=C(CCS(=O)(=O)c1cccs1)Nc1ccc(C(=O)NC2CCN(Cc3ccccc3)CC2)cc1,-0.2%,-6,0%,3,-14,-9,-2%,4,3%
Cc1ncc(CN2CCN(C(C)C)C(CCO)C2)s1 (centres undefined),-2.2%,-4,1%,2,-15,2,-7%,3,-6%
CCN(CC)S(=O)(=O)c1cccc(C(=O)NCC2CCCCC2)c1,0.5%,6,1%,2,9,0,-6%,7,-4%
CC1=NNC(=O)C1CC(=O)N/N=C/C=C/c1ccccc1 (centres undefined),1.6%,-2,-1%,1,-9,2,6%,7,1%
CN(C(=O)CSc1ccc(S(=O)(=O)N2CCCCC2)cn1)c1ccccc1,0.3%,-3,-3%,4,-9,-5,0%,4,2%
Cc1ccc(NC(=O)CN2C(=O)NC(C)(CC(C)C)C2=O)c(Br)c1 (centres undefined),·,·,0%,13,·,·,-1%,·,-4%
Cc1cc(OCC(=O)N2CCOCC2)c(C(C)C)cc1Cl,-2.1%,-1,-6%,11,-8,3,1%,1,-1%
O=C(O)CCc1ccc(-c2ccc(F)cc2)n1CC(=O)O,-0.6%,-7,1%,-9,15,9,-10%,1,4%
Cc1c(Cl)cccc1NC(=S)N1CCN(c2ccccn2)CC1,-0.1%,-6,2%,-7,-12,7,0%,0,-2%
Cc1ccc(NC(=O)Cn2c(=O)n(CCC(=O)NCCc3ccccc3)c(=O)c3ccccc32)cc1,4.7%,0,-2%,·,16,6,-1%,0,0%
Cc1ccc(Oc2ccc(S(=O)(=O)NCC(C)(C)N3CCOCC3)cc2)cc1,3.2%,-9,0%,-6,3,-25,16%,4,-5%
CCOc1ccc(NC(=O)CN(C)C(=O)C2CC(=O)N(c3ccc4c(c3)OCCO4)C2)cc1OCC (centres undefined),0.5%,-6,1%,-6,0,-1,-7%,1,-4%
COc1ccccc1Cc1nc2ccccc2nc1SCC(=O)N1CCN(c2ccccc2)CC1,6.2%,-2,-4%,-27,-7,-3,1%,3,-3%
Cc1c(C(=O)Nc2cccc(Cl)c2)c2ccccn2c1CCc1ccncc1,4.7%,-5,-1%,38,·,-4,-20%,2,6%
O=c1c2ccccc2nc(/C=C/c2ccc([N+](=O)[O-])o2)n1CCCO,?,-1,?,14,·,-2,22µM*,1,-19%
CCOC(=O)Cn1nnc(-c2ccc(SC)cc2)n1,0.8%,-6,-3%,-3,·,-22,5%,11,14%
CCOc1ccc2nc(N3CCC(C(=O)N4CCN(C5CCCCC5)CC4)CC3)sc2c1,0.6%,2,1%,·,-2,7,3%,0,2%
O=C(NN=C1CCC(c2ccccc2)CC1)c1ccccc1-n1cccc1 (centres undefined),0.9%,1,1%,-6,15,8,-4%,0,-1%
CCc1cccc(C)c1NC(=O)C1CCN(c2nnc(C)c3c(C)n(-c4ccccc4)nc23)CC1,-0.6%,1,-1%,-2,10,-13,7%,0,-2%
CC(C)NC(=O)c1cccc2c1-c1ccccc1C2=O,-0.2%,3,-4%,8,-5,-6,-4%,-1,-3%
O=C(CSc1nc2ccccc2[nH]1)N/N=C/c1ccncc1,2.1%,-5,-2%,-33,-5,16,-2%,2,-1%
COc1cccc(-c2ccc(NC(=O)C3CCCN(Cc4cnn(C(C)C)c4)C3)cc2)c1 (centres undefined),0.4%,-6,-1%,-13,-26,-11,1%,19,-5%
CNC(C)C#Cc1ccc2oc3cccc(OC)c3c(=O)c2c1 (centres undefined),1.7%,-1,9%,·,8,1,-7%,2,6%
CCOC(=O)CSc1nc(-c2ccccc2)ns1,-0.4%,-9,-4%,-18,3,0,-17%,-2,4%
Cc1[nH]n(-c2ccccc2)c(=O)c1/C=C1\C=NN=C1c1ccccc1,2.0%,1,-7%,-110*,-4,14,-5%,0,4%
O=C(Cc1ccc(NC2=NC3CS(=O)(=O)CC3S2)cc1)Nc1ccc(F)cc1 (centres undefined),-0.9%,-5,3%,-2,-11,-6,-4%,4,-3%
Cn1c(=O)n(C)c2cc(/C=N/NC(=S)NCc3ccccc3)ccc21,4.3%,-8,-14%,-4,10,-19,-1%,2,4%
CN(C)C=Nc1c(Br)cc(Br)c2nonc12,5.5%,6,?,0,-8,-74*,11µM*,415*,-5%
CCOCCCNC(=O)C(c1ccc(Cl)cc1)N1CCN(C(=O)c2ccco2)CC1 (centres undefined),0.6%,-3,1%,3,11,15,-3%,6,-4%
COc1ccc(/C=C(/NC(=O)c2ccco2)C(=O)NCc2ccco2)cc1,·,·,5%,-3,·,·,-4%,·,-3%
CCOC(=O)CCn1cnc2onc(-c3cc(OC)ccc3Cl)c2c1=O,0.1%,-2,3%,·,0,8,1%,1,?
Cn1c(=O)c2c(=O)cc(NNC(=O)CC#N)[nH]c2n(C)c1=O,19%,9,5%,-5,12,-13,-1%,2,?
O=C(NCc1ccco1)c1ccc(OC2CCN(Cc3ccccn3)CC2)cc1,·,·,-5%,2,·,·,-5%,·,-4%
Cc1nc(-c2cccc(NC(=O)c3ccc(-n4nccc4C)cc3)c2)cs1,-0.4%,-7,-4%,-25,19,16,-1%,-1,-4%
CCC(Sc1nc2ncccc2o1)C(=O)Nc1cccc(C)c1 (centres undefined),0.6%,-5,·,2,-3,-5,·,1,·

# 2 neighbouring entries from above:
SMILES,RXFP1 ag,D1 potentiator,Vif-A3G inh,RXFP1 antagonist,D2 PAM,D1 antag,Vif-A3F inh,D1 ag,Glioma ERSR ind
Cc1nc(-c2cccc(NC(=O)c3ccc(-n4nccc4C)cc3)c2)cs1,-0.4%,-7,-4%,-25,19,16,-1%,-1,-4%
CCC(Sc1nc2ncccc2o1)C(=O)Nc1cccc(C)c1 (centres undefined),0.6%,-5,·,2,-3,-5,·,1,·

# Screening data (PubChem)
